Screening data as filed in PubChem.
BLM helicase inh = inhibitors of human Bloom syndrome helicase BLM | recombinant BLM DNA unwinding, fluorescence dequenching | hit rate 0.2% among 350,000 | Potency, µM (top dose mostly 56.1 µM), for inactives: at the highest dose activity change, negative = inhibition, usual class: inhibitors | P54132 | AID 2528;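 further: potency means the concentration at half of the fitted maximal effect; plate controls were vehicle for no effect and no enzyme for full effect; nearly all actives have a fitted effect of over 35% in size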
LDHA block = inhibitors of human lactate dehydrogenase A; P00338; purified LDHA, NADH/diaphorase-resazurin fluorescence; active compounds read low; activity change, % (values are at about 110 or 230 µM); hit rate 0.15% among 480,000; AID 1347041; in the data active means activity change below about -30%; inconclusive means mostly about -25% to -30%;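 further: plate controls were DMSO wells for no effect and wells without enzyme for full effect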
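Human LDH5 at 2 nM final in Tris HCl pH 7.4 with 0.06 mM NADH and 0.2 mM pyruvate, reacted 5 minutes at room temperature. Remaining NADH coupled via diaphorase/resazurin; resorufin fluorescence read at 0 and 20 minutes, normalized to enzyme-free and DMSO wells.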
POLB inh = blocks human DNA polymerase beta activity. P06746. Pol beta primer extension/strand displacement, fluorescence kinetic. Potency, µM (doses to about 114 µM), without a hit: top-dose activity change, negative = inhibition, hits mostly inhibitors. hit rate 1.3% among 340,000; further: potency means the concentration at half of the fitted maximal effect; on the % scale 0 is the no-effect control and ±100 the full control effect
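Pol beta (10 nM) was preincubated with compound for 15 min at room temperature. The reaction was then started with 50 nM substrate and read immediately and after a further 10 min at room temperature.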
POLI inh = DNA polymerase iota (human) inhibition; Q9UNA4; Pol iota fluorescent replication assay, 10 min; Potency, µM (titrated, usually from 115 µM), for inactives: top-dose activity, negative = inhibition, actives largely listed as inhibitors; hit rate 1% among 390,000; AID 588590; further: potency means the concentration at half of the fitted maximal effect
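Fluorescent replication assay read twice, at 0 min and 10 min after adding 50 nM (final) substrate. Enzyme (10 nM) and compounds were first incubated 15 min at room temperature; enzyme-free buffer wells were negative controls.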
Anesthetic bind = binds horse apoferritin like a general anesthetic | apoferritin/1-aminoanthracene competitive binding, fluorescence | AID 485281 | P02791 | hit rate 0.074% among 350,000 | Potency, µM (series often up to 77.5 µM), inactives show at the highest dose activity change, negative = displacement, hits mostly inhibitors; further: potency means the concentration at half of the fitted maximal effect; on the % scale 0 is the no-effect control and ±100 the full control effect; nearly all actives have a fitted effect of over 20% in size
Target sequence (P02791 2-175 limits assumed): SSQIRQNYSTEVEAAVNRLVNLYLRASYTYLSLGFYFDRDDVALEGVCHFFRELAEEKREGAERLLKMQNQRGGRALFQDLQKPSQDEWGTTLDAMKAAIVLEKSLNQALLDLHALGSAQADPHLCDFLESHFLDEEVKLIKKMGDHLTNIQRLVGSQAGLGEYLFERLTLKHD
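Read-out: endpoint 1-AMA fluorescence, excitation 380 nm and emission 535 nm, after compounds sit 10 min at room temperature with 10 uM horse-spleen apoferritin in 50% saturated 1-AMA/PBS. Values come from four-parameter Hill fits.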
Pol kappa inh = inhibitors of human DNA polymerase kappa. Q9UBT6. purified Pol kappa, fluorescent DNA synthesis assay, 10 min. Potency, µM (highest dose often 107 µM), without a hit: at the highest dose activity, negative = inhibition, most hits filed as inhibitors. hit rate 0.53% among 400,000. AID 588579; further: potency means the concentration at half of the fitted maximal effect; on the % scale 0 is the no-effect control and ±100 the full control effect
Target sequence (Q9UBT6 whole entry, looked up): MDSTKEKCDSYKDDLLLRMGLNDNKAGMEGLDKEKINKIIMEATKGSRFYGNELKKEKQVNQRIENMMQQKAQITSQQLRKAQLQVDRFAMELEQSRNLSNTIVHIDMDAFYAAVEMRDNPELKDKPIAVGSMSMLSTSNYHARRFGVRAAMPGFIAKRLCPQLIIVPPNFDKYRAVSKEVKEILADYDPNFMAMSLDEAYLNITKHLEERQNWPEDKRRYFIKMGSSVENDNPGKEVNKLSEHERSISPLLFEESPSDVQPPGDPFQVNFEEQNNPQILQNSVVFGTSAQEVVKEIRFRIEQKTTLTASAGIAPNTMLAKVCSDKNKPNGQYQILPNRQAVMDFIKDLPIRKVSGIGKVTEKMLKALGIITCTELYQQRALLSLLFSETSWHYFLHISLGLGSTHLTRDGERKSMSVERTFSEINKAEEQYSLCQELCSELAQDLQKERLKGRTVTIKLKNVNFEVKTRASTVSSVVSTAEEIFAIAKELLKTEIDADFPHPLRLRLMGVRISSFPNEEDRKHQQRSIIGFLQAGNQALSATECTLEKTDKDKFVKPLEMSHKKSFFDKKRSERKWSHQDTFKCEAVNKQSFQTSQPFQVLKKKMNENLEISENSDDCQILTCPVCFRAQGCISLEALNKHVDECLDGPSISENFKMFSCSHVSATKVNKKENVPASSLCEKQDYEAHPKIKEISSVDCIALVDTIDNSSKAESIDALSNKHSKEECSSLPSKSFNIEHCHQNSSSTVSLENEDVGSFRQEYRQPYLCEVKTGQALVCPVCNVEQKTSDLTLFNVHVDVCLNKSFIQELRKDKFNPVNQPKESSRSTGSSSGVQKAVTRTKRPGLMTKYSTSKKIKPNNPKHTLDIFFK
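Inhibition of 10 nM Pol kappa is measured by a fluorescent read-out at 0 and 10 min following addition of 50 nM substrate (final), with a 15-min room-temperature compound preincubation.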
POLH inh = DNA polymerase eta (human) inhibition. Potency, µM (top dose mostly 114 µM), inactives show at the top dose activity change, negative = inhibition, actives largely listed as inhibitors. Q9Y253. recombinant Pol eta, fluorescent DNA replication assay. hit rate 1.2% among 390,000; further: potency means the concentration at half of the fitted maximal effect; on the % scale 0 is the no-effect control and ±100 the full control effect
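Pol eta at 10 nM preincubated with compounds 15 min at room temperature; reaction started with fluorescent substrate (50 nM final) and read kinetically at 0 and 10 min.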
Glioma ERSR ind = inducers of ER stress response in human glioma cells; Potency, µM, inactives show at the top dose activation, usual class: activators; hit rate 0.02% among 420,000; AID 602332; U87-MG GRP78 promoter luciferase reporter, 16 h; further: potency means the concentration at half of the fitted maximal effect; series mostly up to about 76 µM; % of control where 0% means no effect; nearly all actives have a fitted effect of over 35% in size
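Stably transfected U87-MG human glioma cells carrying a GRP78-based luminescent sensor were seeded at 1000 cells/well, pin-dosed with compounds and incubated 16 h. Luciferase reagent was then added, and end-point luminescence was read after 10 min at room temperature.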
APE1 inh = APE1 (human) endonuclease inhibition; P27695; recombinant APE1, TAMRA/BHQ-2 abasic DNA cleavage fluorescence; Potency, µM (doses to about 65.8 µM), for inactives: top-dose activity change, negative = inhibition, most hits filed as inhibitors; hit rate 0.35% among 350,000; AID 2517;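 further: potency means the concentration at half of the fitted maximal effect; plate controls were vehicle for no effect and reference inhibitor for full effect; nearly all actives have a fitted effect of over 55% in size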
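Compound pre-exposure to 0.75 nM APE1, 15 min at ambient temperature. Reaction initiated with 50 nM TAMRA/BHQ-2 THF substrate, read immediately in kinetic mode, 525 nm excitation, 598 nm emission.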
Starred values were filed as active, the others as inactive; ? = inconclusive; / = no result given; & = joins results of further samples; [ ] = dose if it differs, or a comment. Unless noted, the call rests on the fitted dose curve; in most records, active means well fitted curve in the direction sought with a large enough effect; inconclusive means small, poorly fitted or top-dose-only effect, or another doubt; inactive means no such curve, though single readings can be large; an effect the other way counts as inactive or inconclusive. Not all compounds are listed; the hit share may differ from the screen's.

SMILES	BLM helicase inh	LDHA block	POLB inh	POLI inh	Anesthetic bind	Pol kappa inh	POLH inh	Glioma ERSR ind	APE1 inh
O=C(CN1CCOCC1)Nc1ccc(OC(F)(F)F)cc1	-5.7%	-18.2	-17.9%	25.5%	-3.5%	10.1%	-13.1%	-2.2%	47.9%[activator]
Cc1c(C)c2ccc(OCC(=O)N[C@@H](Cc3ccccc3)C(=O)O)cc2oc1=O	-1.8%	-1.3	0.5%	17.0%	-11.2%	8.9%	?	-2.9%	37.5%
O=C(NCc1ccc(Cl)cc1)C1CCCN1C(=O)Nc1ccc(F)cc1 (centres undefined)	-2.1%	-7.3	12.1%	2.4%	0.1%	-3.6%	1.3%	-2.1%	-4.2%
CCCCSCCCNC(=O)c1cc(-c2cccnc2)nc2ccc(S(=O)(=O)N3CCC(C)CC3)cc12	0.1%	0.2	0.5%	26.7%	2.4%	-4.5%[60.1 µM]	-17.1%	-1.4%	/
COC1=CC(=O)CC(C)C12Oc1cc(OC)cc(OC)c1C2=O (centres undefined)	-4.4%	-1.2	0.6%	?	1.8%	?	10.7%	-4.9%	?
COc1ccc(N2CCN(Cc3cccn3-c3nnc(N4CCN(C5CCCCC5)CC4)s3)CC2)cc1	-1.1%	-0.6	2.3%	6.6%	-4.7%	-10.1%	-10.6%	-2.7%	/
CN1C=CC=C/C1=C1/N=C(c2ccccc2)OC1=O	-3.4%	-4.2	-11.4%	11.3%	-4.8%	-19.7%	3.6%	0.3%	8.1%
COc1ccc(S(=O)(=O)Nc2nnc(CC(C)(C)C)s2)cc1	1.5%	-2.6	-22.9%	77.1%[activator]	-13.6%	-11.4%	-18.2%	-3.2%	-3.3%
CCOc1ccccc1C(=O)N(Cc1cccs1)C1CCS(=O)(=O)C1 (centres undefined)	-3.3%	-2.1	42.7%	4.6%	-4.2%	-0.4%	-8.7%	-5.4%	4.2%
COC(=O)C1=C(C)N(Cc2ccccc2)[C@]23O[C@](C(=O)OC)(C(=O)N2C1c1ccccc1)C(C(=O)OC)=C3C(=O)OC (some centres undefined)	-0.9%[12.4 µM]	/	/	/	3.0%[15.3 µM]	/	/	-5.1%	?
COc1ccc(-c2c(C#Cc3ccsc3)c3cc(-c4ccc5cc[nH]c5c4)ccc3n2C)cc1	/	-18.7	/	4.7%	/	-4.5%	-2.2%	-0.7%	1.7%
CCN(Cc1ccncc1)C(=S)Nc1c(C)cccc1C	1.9%	-1.1	-3.3%	3.4%	0.4%	-13.8%	-15.3%	-3.6%	-3.8%
CCOc1ccc2nc(SCC(=O)NC(=O)C(C)C)sc2c1	-6.7%	-2.4	3.0%	15.4%	-11.1%	-19.4%	-5.3%	-2.2%	-8.4%
CC(=O)c1sc(NC(=O)c2cc(-c3ccccc3)nn2-c2ccccc2)nc1C	-6.8%	-3.8	4.7%	45.9%	0.9%	2.3%	-7.6%	-2.7%	2.4%
CNc1nc(Sc2ccccc2)cc(C(F)(F)F)n1	-5.5%	2.4	24.8%	-12.7%	-23.4%	-10.5%	-14.2%	2.2%	-4.4%
Cc1ccc2c(c1)[C@H]1[C@H](CO2)[C@H](c2ccccc2)[C@]2(C)C(=O)N(C)CC(=O)N12	/	-2.4	/	2.6%	/	-9.8%	-7.0%	-2.4%	/
CCCN(CCC)c1cc(Cl)nc(N)n1	-1.5%	-10.5	2.8%	11.2%	-13.2%	1.1%	-7.3%	-3.5%	-2.5%
Cc1ccc(F)cc1S(=O)(=O)Nc1cccc(C(=O)N2CCCC(C(N)=O)C2)c1 (centres undefined)	/	-3.4	/	29.3%	/	14.5%	-17.2%	-2.0%	-10.2%
CC(=O)Nc1cccc(/C(C)=N/NS(=O)(=O)c2ccc(C)cc2)c1	-1.2%	-10.2	18.3%	22.7%	-10.8%	0.0%	1.9%	-0.5%	-6.9%
COc1ccc(/C=N/N=C2/CC(C)(C)Cc3n[nH]c(=O)cc32)cc1	-3.4%	2.3	-19.6%	35.7%[activator]	-11.6%	5.5%	-9.1%	-0.9%	?
Cc1ccc(C(=O)NNc2ncnc3c2cnn3C)cc1	-2.3%	4.0	46.5%	-5.7%	-3.8%	-4.4%	-1.7%	-8.6%	?
CCN(CC)Cc1cc(NC2=NS(=O)(=O)c3ccccc32)ccc1OC(=O)C(C)C	-6.1%	3.1	1.2%	-10.1%	-5.7%	-8.6%	-13.7%	-2.2%	-1.5%
Brc1ccc(-c2nc3ncccn3c2NC2CCCCC2)o1	-3.2%	-0.1	3.0%	-16.3%	73.2%[activator]	-13.6%	-10.5%	-5.0%	-5.8%
CSCC(NS(=O)(=O)c1ccc(C)cc1)C(=O)O (centres undefined)	-0.4%	-1.0	8.4%	26.2%	0.3%	-8.2%	-20.6%	-0.9%	16.4%
COc1ccc2c(c1OC)C(=O)N(c1nccs1)C2	1.1%	-3.0	?	2.8%	-9.7%	-8.9%	-5.9%	0.9%	2.5%
CC(=O)Nc1c(C(=O)C2CC2)oc2ccccc12	-0.3%	3.9	3.4%	?	1.1%	-2.8%	-3.8%	-4.5%	-4.1%
CCNc1nc(Cl)nc(NCCOc2ccc(C)cc2)n1	-3.1%	-4.3	-2.1%	-17.8%	-3.6%	0.0%	-1.2%	-4.2%	0.1%
COc1cc2c(NC3CCN(C(C)C)CC3)nc(N3CCCN(C)CC3)nc2cc1OCCCN(C)C	/	5.3	/	?	/	-17.1%	/	-6.7%	/
CCC(SC1=NCCS1)C(=O)Nc1ccc(S(N)(=O)=O)cc1 (centres undefined)	-11.9%	-7.7	4.3%	17.9%	?	-16.8%	-3.7%	-3.3%	?
COc1ccccc1C1OCC(C)(C)CO1	/	-4.4	/	21.0%	/	6.3%	-21.9%	3.1%	/

A run of entries taken from the entries so far:
SMILES	BLM helicase inh	LDHA block	POLB inh	POLI inh	Anesthetic bind	Pol kappa inh	POLH inh	Glioma ERSR ind	APE1 inh
CCNc1nc(Cl)nc(NCCOc2ccc(C)cc2)n1	-3.1%	-4.3	-2.1%	-17.8%	-3.6%	0.0%	-1.2%	-4.2%	0.1%
COc1cc2c(NC3CCN(C(C)C)CC3)nc(N3CCCN(C)CC3)nc2cc1OCCCN(C)C	/	5.3	/	?	/	-17.1%	/	-6.7%	/

Next part.
SMILES	BLM helicase inh	LDHA block	POLB inh	POLI inh	Anesthetic bind	Pol kappa inh	POLH inh	Glioma ERSR ind	APE1 inh
COC(=O)c1c(NC(=O)CSc2nnc(-c3ccco3)n2Cc2ccccc2)sc(C)c1C	-4.2%	2.7	1.1%	?	57.5%[activator]	-10.9%	-13.4%	-5.2%	-4.7%
O=[N+]([O-])c1cc(/C=N/OCc2c(Cl)cccc2Cl)ccc1N1CCOCC1	-7.4%	-8.5	-19.5%	12.1%	-1.1%	-12.7%	1.1%	2.9%	-0.7%
CCCCCNC(=O)C1CCC(Cn2c(=O)c3sccc3n(CC(=O)N3CCCC3)c2=O)CC1 (centres undefined)	0.2%	-3.2	2.3%	19.0%	-3.3%	12.8%	-18.8%	-3.5%	/
CCc1ccc(N2CC(C(=O)Nc3ccccc3F)CC2=O)cc1 (centres undefined)	-3.0%	0.1	-0.6%	22.2%	-3.0%	-23.1%	-0.7%	-2.2%	-3.1%
CCN(CC)C(=O)c1ccc(COc2ccc(Cl)c(C)c2)o1	-10.7%	-2.5	89.1µM*	27.3%	?	0.0%	-21.6%	0.9%	28.4%
O=C(NC(=S)Nc1ccc(N2CCCC2)cc1)c1ccccc1[N+](=O)[O-]	0.9%	3.9	7.1%	-6.1%	-4.9%	-20.9%	-14.5%	0.0%	?
CC(C)CC(=O)NC(c1cccs1)c1ccc2cccnc2c1O (centres undefined)	-0.7%	23.2	2.9%	94.6%[activator]	-7.0%	-12.6%	-13.1%	0.3%	24.1%
Cc1nc([N+](=O)[O-])cn1CC(=O)c1ccc(OC(F)(F)F)cc1	-4.1%	1.3	-0.1%	?	-1.2%	-7.8%	-6.7%	0.2%	-7.1%
N#Cc1ccccc1OCC(=O)N1CCN(S(=O)(=O)c2ccc(Cl)cc2)CC1	/	-3.4	/	-2.9%	/	-12.9%	-4.4%	-3.3%	23.9%
CNC(=O)C1CC(=O)N(Cc2ccc3c(c2)OCO3)C(=Nc2ccc(F)cc2)S1 (centres undefined)	-1.7%	2.5	-4.6%	-13.6%	-6.2%	-5.9%	0.2%	-1.4%	0.6%
CCCNC(=O)C1CCC(CNS(=O)(=O)c2ccc3c(c2)CC(C)N3C(C)=O)CC1 (centres undefined)	0.7%&3.2%	-6.9&-1.1	2.0%&-18.0%	-8.4%&0.8%	-9.0%&-1.3%	-9.1%&-3.1%	-1.7%&-23.0%	0.6%&-1.2%	-17.7%
O=S(=O)(c1ccccc1)C1(C2CC(c3ccccc3)=NO2)CC(O)C1 (centres undefined)	-2.4%	0.8	24.8%	35.1%[activator]	-6.5%	5.4%	-6.2%	-2.3%	-1.0%
CC(OC(=O)c1ccco1)C(=O)NCc1ccc2c(c1)OCO2 (centres undefined)	0.3%	0.5	54.0%	14.2%	0.2%	-10.9%	9.5%	0.4%	1.3%
CC(C)(C)c1ccc(NC(=O)COC(=O)c2ccc(CN3CCCC3=O)cc2)cc1	/	-1.6	/	-12.5%	/	-12.3%	-9.6%	2.7%	2.2%
Cc1cc(C)nc(Nc2ccc(C)c([N+](=O)[O-])c2)n1	-5.6%	-5.3	16.9%	34.6%[activator]	?	0.4%	-15.5%	6.0%	-3.0%
Cc1ccc(CNC(=O)COC(=O)Cc2ccc(-c3ccccc3)cc2)cc1	-5.8%	-4.0	-22.7%	26.7%	-16.3%	-10.0%	-6.0%	-5.9%	-5.7%
Cc1onc(-c2c(F)cccc2Cl)c1C(=O)Nc1cccc(S(=O)(=O)N2CCOCC2)c1	/	4.7	/	7.7%	/	1.4%	-16.0%	-0.4%	33.4%
O=C(Nc1cccc2ccccc12)N1CCN(Cc2ccccc2)CC1	-1.7%	12.2	2.1%	10.4%	-12.3%	-6.6%	-14.2%	0.5%	1.7%
CCn1nc(CC(=O)Nc2nnc(CC(=O)N3CCCCC3)s2)c2ccccc2c1=O	-1.8%	-5.8	-21.4%	59.2%[activator]	-16.6%	-15.1%	-26.6%	-3.4%	-5.2%
